Source: PubChem
Myeloid diff MLP: compounds promoting myeloid differentiation. ER-HoxA9 myeloid progenitors, lysozyme-GFP differentiation, flow cytometry. calls only at 10 µM. 1% of 360,000 active. AID 624256;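 active = normalized GFP-positive differentiation at or above the plate's own cutoff, the solvent-only control mean plus 3 SD; inconclusive = no clear call, values can overlap the other calls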;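 also: cells exposed to compound for four days before flow analysis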
Myeloid diff MLP GFP+ MAC1+ %: second read-out of Myeloid diff MLP, no call of its own (marks repeat the call); GFP+ MAC1+ double positive, %; measured here: differentiation confirmed by MAC1 staining
* marks the source's active call; other numbers are inactive results; i = inactive; ? = inconclusive; . = no result given; + = active, no number.

Compound	Myeloid diff MLP GFP+ MAC1+ %	Myeloid diff MLP
Cn1cnc(CCNC(=O)C[C@H]2CC[C@@H]3[C@H](COC[C@H](O)CN3C(=O)C3CCCC3)O2)c1	1.0	i
COC(=O)C1CCN(C2CN(C3CCCCC3)S(=O)(=O)C2)CC1 (configuration not stated)	0.8	i
CCCCNC(=O)C1(C)CCCCN1Cc1ccc(OCc2ccccc2)cc1 (configuration not stated)	0.6	i
CCN1C(=O)[C@@H]2[C@@H](c3ccc(-c4ccc(OC)cc4)cc3)N3CCC[C@@]3(C(=O)OC)[C@@H]2C1=O	1.0	i
CCn1c(=O)c2[nH]c(SC)nc2n(CC)c1=O	0.8	i
CC(O)C(NC(=O)OCc1ccccc1)C(=O)NCC(=O)NCC(=O)OCc1ccccc1 (configuration not stated)	1.6	i
CN(C(=O)COC(=O)COc1ccc(Cl)cc1Cl)c1c(N)n(Cc2ccccc2)c(=O)[nH]c1=O	0.3	i
CCOc1ccc2oc(C(=O)Nc3ccc(C)cn3)c(C)c2c1	1.0	i
C[C@H]1COC(=O)[C@@H](Cc2ccc(F)cc2)CC/C=C\C[C@H](CC(=O)NCCO)C(=O)N1	0.9	i
O=C(NCCS(=O)(=O)N1CCCCC1)c1ccccc1	0.3	i
CN(C(=S)NC(=O)C1CCCC1)c1ccccc1	0.9	i
N#Cc1c(Cl)cccc1N1CCSCC1	1.1	i
CC(C)C(=NO)c1ccccc1	0.8	i
CC1(C)Cc2c(c(N3CCOCC3)nc3sc4c(NCCN)ncnc4c23)CO1	0.9	i
O=C(NN=C1CCCCC1)Nc1ccccc1Cl	2.0	i
Cc1ccc(NC(=O)CN(C)C(=O)C2CCC2)cc1	0.4	i
Cc1ccc(-n2c(C)nnc2SCC(=O)N(C)C2CCS(=O)(=O)C2)cc1 (configuration not stated)	0.6	i
Cn1cccc1C(=O)NNC(=O)COc1ccc(C#N)cc1	0.4	i
CC(=O)C(=Nc1cccc(Cl)c1)NNc1ccccc1C	0.9	i
C=CCOC(=O)Nc1nc(CCNC(=O)OC(C)(C)C)c(C(=O)OC)s1	1.8	i
COc1ccccc1Cc1c(-c2ccc(Cl)cc2)nc2c3ccccc3ccn12	0.5	i
C=CCNc1nc(C(=O)OCC(=O)c2ccc(F)cc2)cs1	0.6	i
CN(CC(=O)Nc1ccccc1N1CCCC1)S(=O)(=O)c1ccc(F)cc1	0.8	i
Cc1cccnc1NC(=O)CCC(=O)c1cccs1	0.5	i
COc1ccc(-c2csc(NC(=O)CSCC(=O)Nc3cc(C)on3)n2)c(OC)c1	0.6	i
CCOC(=O)C1=C(C)NC(C)=C(C(=O)OCC)C1c1cccc([N+](=O)[O-])c1	1.2	i
Cc1cccc(-c2cnc3cccnn23)c1	1.0	i
O=C(COC(=O)Cc1ccccc1F)Nc1ccc2[nH]c(=O)[nH]c2c1	1.2	i
O=C(CC[C@H]1O[C@@H](n2ccc(=O)[nH]c2=O)[C@H](O)[C@@H]1O)NCc1ccccc1	1.0	i
COc1cccc(Nc2nc(C(N)C3CCCCC3)cs2)n1 (configuration not stated)	1.1	i
CCCCCCSc1cccc(-c2nc3cc(C)ccn3c2NC2CCCCC2)c1	3.9	i
C[C@@H](C(=O)Nc1ccccc1N1CCOCC1)N1C(=O)C2CCCCC2C1=O (some centres not stated)	0.5	i
COc1cc(OC)cc(-c2c(C#Cc3ccsc3)c3cc(-c4ccc(N(C)C)nc4)ccc3n2C)c1	2.2	i
Cc1c(Cl)cccc1NC(=O)CNC(=O)Cc1n[nH]c(=O)c2ccccc12	0.9	i
O=C(Cc1ccccc1)Nc1ccc2c(c1)OC1(CCCC1)O2	0.2	i
Cc1ccsc1C(=O)NCc1ccc(Cl)cc1	0.6	i

Not a retest: entries from further up.
Compound	Myeloid diff MLP GFP+ MAC1+ %	Myeloid diff MLP
COc1ccc(-c2csc(NC(=O)CSCC(=O)Nc3cc(C)on3)n2)c(OC)c1	0.6	i
CCOC(=O)C1=C(C)NC(C)=C(C(=O)OCC)C1c1cccc([N+](=O)[O-])c1	1.2	i

New compounds follow:
Compound	Myeloid diff MLP GFP+ MAC1+ %	Myeloid diff MLP
CNS(=O)(=O)c1cccc(C(=O)OCC(=O)N2CCN(C(=O)c3ccco3)CC2)c1	0.3	i
CCCCN(C=O)c1c(CC)nc2c(OCc3ccccc3C(=O)OC)cccn12	0.8	i
CCc1nc2ccc(C(=O)Nc3cccc(OCC(=O)N(C)C)c3)cn2c1N(C)C(=O)c1cccc(OC)c1	0.2	i
CC(=O)Nc1ccc(-c2ccnc3c2CC(C(=O)Nc2cccc(C(C)=O)c2)O3)cc1 (configuration not stated)	0.5	i
CC(=O)Nc1cccc(OCCCOc2cccc([N+](=O)[O-])c2)c1	1.1	i
COc1ccccc1N1CCN(S(=O)(=O)CCNC(=O)c2cccc(F)c2)CC1	0.9	i
O=C(NCc1ccccc1)[C@@H]1CCCN1C(=O)[C@@H]1CCCN1C(=O)c1ccc(Cl)cc1Cl	0.5	i
Cc1cccc(N(CC(=O)N2CCCC2)S(C)(=O)=O)c1C	1.5	i
NC(=O)NCCCC(=O)O	1.4	i
O=C(Nc1ccc(Cl)c(Cl)c1)Nc1cc(C(=O)N2CCOCC2)ccc1N1CCCCC1	6.2	i
C[C@@H](O)Cc1cn(CC(=O)NCCCCCCCCCCC(=O)N2CCNCC2)nn1	1.1	i
C[C@@H]1CN([C@@H](C)CO)C(=O)CCCn2nncc2CO[C@H]1CN(C)C(=O)C1CC1	1.3	i
COc1cc(C(C)=O)ccc1OCC(=O)Nc1ccccc1N1CCCCC1	4.7	i
COc1cccc(CNC(=O)COC(=O)C23CC4CC(CC(Cl)(C4)C2)C3)c1	0.5	i
O=C(COc1ccc(F)cc1Br)Nc1ccccc1N1CCOCC1	0.6	i
CC1=C(C(=O)N2CCCCCC2)CC(CC(=O)NC2CCCCC2)C(=O)N1Cc1ccccc1 (configuration not stated)	0.8	i
CCc1ccc(C(=O)COC(=O)C2CCN(c3ccc(C(F)(F)F)cn3)CC2)cc1	0.5	i
CC(=O)Nc1ccc(C(=O)NNC(=O)CCCCC(=O)NNC(=O)c2ccc(NC(C)=O)cc2)cc1	0.5	i
COc1ccccc1CCNC(=O)C(=O)NCC1CCCN1S(=O)(=O)c1ccccc1 (configuration not stated)	1.0	i
O=C(COC(=O)CNS(=O)(=O)c1ccc(F)c(F)c1F)NC1CCCC1	1.0	i
O=S(c1cc(Cl)cc(Cl)c1O)c1cc(Cl)cc(Cl)c1O	0.7	i
C[C@H]1CN([C@@H](C)CO)C(=O)CCCn2nncc2CO[C@@H]1CN(C)C(=O)c1ccc2ccn(C)c2c1	2.8	i
COc1ccc(NC(=O)C2(C)Cc3c(-c4ccc(N(C)C)cc4)ccnc3O2)cc1OC (configuration not stated)	0.6	i
O=C(Nc1ccccc1N1CCCCC1)C1=COCCO1	1.1	i
COCCN1C[C@@H](CO)O[C@@H](n2cnc3c(N(C)C)ncnc32)C1	1.4	i
Cc1n[nH]c(=O)c2c(NC(=O)CSc3nncs3)oc(C)c12	0.9	i
O=C(CCN1CCOCC1)NNC(=O)c1ccc(Cl)c([N+](=O)[O-])c1	0.6	i
Cc1ccc(Cc2nnc(SCC(=O)Nc3ccccc3)n(N)c2=O)cc1	0.8	i
C=CC[C@H](CC(=O)N[C@H](CO)Cc1ccccc1)C(=O)N[C@@H](COC(=O)[C@@H](CC=C)CC(=O)OC(C)(C)C)Cc1c[nH]c2ccccc12	0.6	i
CN(C)c1ccc(S(=O)(=O)N2CCCCC2)cc1NC(=O)CN1C(=O)NC(C)(c2ccccc2)C1=O (configuration not stated)	1.0	i
Cc1cccc(C(=O)NC(C)C(=O)NC(c2nc3ccccc3[nH]2)C(C)C)c1 (configuration not stated)	0.9	i
OC(c1ccc(Cl)c(Cl)c1)c1ncc(-c2ccc(Cl)cc2)[nH]1 (configuration not stated)	0.7	i
O=C(COC(=O)c1ccc([N+](=O)[O-])cc1)Nc1ccccc1C(=O)NC1CC1	2.1	i
Nc1[nH]c(C(=O)c2ccccc2)c(-c2ccc(Cl)cc2Cl)c1C(=O)NCCc1c[nH]c2ccccc12	1.0	i
Nc1ncnc2c1ncn2[C@@H]1O[C@H](CNC(=O)[C@@H](N)COCc2ccccc2)[C@@H](O)[C@H]1O	1.0	i
CC(OC(=O)C1CCN(S(=O)(=O)c2ccc(C(C)(C)C)cc2)CC1)C(=O)N1CCOCC1 (configuration not stated)	1.0	i
COc1ccc(CNC(=O)N2CCc3nc(Nc4cc(OC)c(OC)c(OC)c4)ncc3C2)cc1	.	?
CCC[C@H]1CN(c2ccc(Br)cc2)C(=O)[C@@H]1CC(=O)Nc1ccccc1	0.4	i
O=C1NC(O)(c2ccccc2)Oc2ccccc21 (configuration not stated)	1.2	i
CN(C)Cc1ccccc1CNC(=O)c1ccc(Cl)c(S(=O)(=O)NC2CC2)c1	1.5	i
C/C(=N\NC(=O)c1ccc(-n2cnnn2)cc1)c1ccc(C)cc1	0.8	i
CCOC(=O)c1c(C)[nH]c(C)c1C(=O)COC(=O)c1cccnc1OCC	1.3	i
CC(C)N(C)c1ncnc2c1ncn2[C@H]1CN(Cc2ccc(F)cc2)C[C@@H](CO)O1	1.2	i
Cc1cc2nc(-c3cccc(Br)c3)c(Cc3ccccc3)n2c(C)c1Br	1.1	i
CCCCCn1cnnc1SCC(=O)c1c(N)n(C2CC2)c(=O)[nH]c1=O	0.9	i
Clc1nccc(N2CCN(c3ccccc3Cl)CC2)n1	0.2	i
COc1ccc(N2CCN(C(=O)CSc3nc(C)cs3)CC2)cc1	0.8	i
COc1ccc(Cl)cc1S(=O)(=O)NC(C)c1cnn(-c2ccccn2)c1C (configuration not stated)	0.8	i
CNC[C@@H]1Oc2ccc(NS(=O)(=O)c3ccc(OC)cc3)cc2CC(=O)N([C@H](C)CO)C[C@@H]1C	1.0	i
C[C@H]1CN([C@@H](C)CO)C(=O)CCCn2nncc2CO[C@@H]1CN(C)S(=O)(=O)c1ccc2ccccc2c1	0.9	i
CC(=O)c1cccc(-c2ccnc3c2CC(C(=O)Nc2cccc(C(F)(F)F)c2)O3)c1 (configuration not stated)	0.4	i
COc1ccccc1Cc1c(-c2ccco2)nc2cc(C)c(Br)c(C)n12	1.1	i
CC1CCN(C(=O)CSc2nnc(-c3ccco3)n2N)CC1	1.5	i
O=C(NCCN1CCOCC1)c1cccc(S(=O)(=O)NCc2ccccc2)c1	0.3	i
COc1ccc(C(CNC(=O)c2ccc(NS(=O)(=O)c3ccc4c(c3)OCCO4)cc2)N(C)C)cc1 (configuration not stated)	1.1	i
Cc1ccc(NCC2(N=Cc3ccccc3)OC(CO)C(O)C2O)cc1 (configuration not stated)	0.6	i
Cc1nn(C)c(C)c1NC(=O)COc1ccc(Cl)cc1	0.7	i
COc1ccccc1OCCNC(=O)C(CCSC)NS(=O)(=O)c1ccccc1F (configuration not stated)	0.8	i
Cc1cc(C)c(C#N)c(Sc2nc(C)c([N+](=O)[O-])c(C)c2C#N)n1	5.9*	+
Cc1cc(Cl)ccc1OCC(=O)OCC(=O)Nc1ccc(Cl)cn1	0.8	i

Sorted by the number under Myeloid diff MLP GFP+ MAC1+ % (largest number first): 5 from the list above.
structure | Myeloid diff MLP GFP+ MAC1+ %
Cc1cc(C)c(C#N)c(Sc2nc(C)c([N+](=O)[O-])c(C)c2C#N)n1 | 5.9*
Cc1cc(Cl)ccc1OCC(=O)OCC(=O)Nc1ccc(Cl)cn1 | 0.8
Cc1nn(C)c(C)c1NC(=O)COc1ccc(Cl)cc1 | 0.7
CC(=O)c1cccc(-c2ccnc3c2CC(C(=O)Nc2cccc(C(F)(F)F)c2)O3)c1 (configuration not stated) | 0.4
O=C(NCCN1CCOCC1)c1cccc(S(=O)(=O)NCc2ccccc2)c1 | 0.3

(list continues)
Compound	Myeloid diff MLP GFP+ MAC1+ %	Myeloid diff MLP
CCN(CC(=O)Nc1c(F)cccc1F)C(=O)c1ccc(-c2ccc(C(C)=O)cc2)o1	0.9	i
CCc1nc2ccc(C(=O)NCc3ccccc3OC)cn2c1N(C=O)CCC(C)C	0.1	i
COc1ccccc1C(=O)COC(=O)c1cnc(C)cn1	0.9	i
CC(C)(C)CN1C(=O)C(=O)NC[C@@H]1CC1CCCCC1	1.1	i
O=C(OCc1cn([C@@H]2CN(C(=O)C3CCCCC3)[C@@H](c3ccccc3)C[C@H]2O)nn1)c1ccccc1	1.9	i
O=C(COC(=O)c1cccc(S(=O)(=O)N2CCCCCC2)c1)Nc1ccccc1C(F)(F)F	0.2	i
C#CCOCCOCCOCCNc1nc(N2CCN(C(=O)[C@H]([C@@H](C)CC)n3cc(CCCCN)nn3)CC2)nc(N2CCN(C(=O)[C@H](CCCCN)n3cc(CCCC)nn3)CC2)n1	0.5	i
O=C(NCC(c1ccco1)N1CCN(c2ccccc2)CC1)c1cccs1 (configuration not stated)	1.6	i
Cc1ccc(NS(=O)(=O)c2cccc(C(=O)NCC(c3ccco3)N3CCCC3)c2)cc1 (configuration not stated)	0.5	i
CC(C)OCc1ccc(C(=O)N2CCN(CC(=O)N3CCCC3)CC2)cc1	0.2	i
NS(=O)(=O)c1ccc(CCNC(=O)CSCC(=O)Nc2ccc(Cl)cc2)cc1	0.4	i
Nn1c(SCC(=O)Nc2c(Cl)cccc2Cl)nncc1=O	0.8	i
CSc1ccccc1NC(=O)COc1ccc2c(c1)OCO2	0.6	i
CCN1C(=O)[C@@H]2[C@@H](c3ccc(SC4CCCCC4)cc3)N3CCCC[C@@]3(C(=O)OC)[C@@H]2C1=O	0.7	i
CCc1ccc(CN(C)C(C)C(=O)Nc2ccc(S(=O)(=O)N3CCCC3)cc2)cc1 (configuration not stated)	1.2	i

A portion of the library, so the mix of outcomes need not match the whole.
